PAX8 reporter: lowers PAX8-driven luciferase in RMG-I cells | RMG-I TPO-luciferase reporter, SteadyGlo, 24 h | hit rate 1.2% among 360,000 | inhibition, % at 12.6 µM;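 active means mean replicate inhibition at least 60% with every replicate also reaching 60%; inconclusive means only one of the two criteria is met; inactive means mean below 60% and not all replicates reaching 60%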;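 further: luciferase light reporting Pax8 driven TPO promoter activity; plate controls were median of neutral control wells for no effect and mitoxantrone controls for full effect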
ARNT TACC3 PPI: disruptors of human ARNT/TACC3 interaction; hit rate 0.66% among 390,000; inhibition, % at 9.99 µM; AlphaScreen His-ARNT PAS-B/GST-TACC3 binding, luminescence; TACC3 fragment carries E629A point mutation; AID 623870; Q9Y6A5;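 active means mean inhibition of replicates at least 50% and at least half of replicates each reaching 50%; inconclusive means half or more replicates reach 50% but mean below 50%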;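 further: 0% = complete ARNT plus TACC3 wells and 100% = ARNT alone without TACC3; many hits fall short of the cut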
Xi reactivation: reactivates the inactive X chromosome in mouse fibroblasts; XiGFP mouse fibroblasts, % GFP-positive cells imaging, 3 d; cells co-treated with 5-aza-dC sensitizer; scaled so ellipticine positive control = 100%; activation, % at 7.58 µM; hit rate 0.055% among 360,000; AID 743238;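 active means mean normalized replicate activation at least 10% and every replicate at or above 10%; inconclusive means only one of the two criteria met; inactive means mean below 10% and not all replicates reach 10%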;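 further: 0% = median of on-plate neutral control wells and 100% = ellipticine 6 µM median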
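System: SV40-immortalized XiGFP fibroblast cells, line 68-5-11 / Incubation: 3-day compound exposure, then 15 min fixation at room temperature / Compound: single concentration per compound, delivered by pin transfer / Buffer or medium: DMEM plus 5-aza-dC sensitizer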
GSIS activator: primary screen for activators of insulin secretion dependent on glucose, INS-1E cells, GLuc reporter luminescence; INS-1E GLuc reporter insulin secretion, 2-3 h; activation, % at 16.6 µM; hit rate 0.61% among 370,000; AID 743287;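 active means lowest replicate activation of at least 40%, so every replicate reaches that level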;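 further: 0% = median of neutral control wells and 100% = median of IBMX positive control wells; some compounds called inactive have numbers as strong as hits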
F508del corr: correctors of CFTR F508del function in bronchial epithelial cells; hit rate 0.36% among 350,000; activity (quench increase), % at 7.58 µM; AID 720511; CFBE cells, YFP halide quenching; stimulated with forskolin plus potentiator P3; % fluorescence drop versus neutral controls;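 active means mean added fluorescence quench of at least 8% versus neutral control, with both replicates also reaching 8%; inconclusive means only one of the mean or replicate conditions met; inactive means mean below 8% and not both replicates reaching 8%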;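 further: cells transiently co-express mutant CFTR-F508del with the halide-sensitive YFP; corrector assay measuring rescue of mutant channel to the surface after 24 h compound exposure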
DENV2 CPE rescue: DENV2-induced cell death inhibition. CPE inhibition, % at 9.99 µM. hit rate 1.7% among 350,000. DENV2-infected cells, cytopathic effect rescue, plate reader; in the data active means CPE inhibition above about 20%, passing the limit was not always enough; inconclusive means no clear call, values can overlap the other calls; tested in BHK-21 cells;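 further: 0% = median of neutral control wells and 100% = median of positive control wells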
EWS-Fli inh: EWS/Fli transcriptional activity inhibition | A673 NR0B1-luciferase reporter, viability-normalised | inhibition, % at 12.6 µM | hit rate 0.67% among 350,000 | AID 651661;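 active means mean inhibition of at least 50% after viability correction, with every replicate also passing that limit; inconclusive means mean reaches 50% but only one of two replicates passes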;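 further: firefly luciferase signal divided by Alamar Blue viability fluorescence both relative to DMSO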
ERp5 inh: ERp5 (human) disulfide isomerase inhibition. hit rate 0.05% among 350,000. inhibition, % at 9.99 µM. AID 651711. Q15084. ERp5 insulin aggregation, absorbance 650 nm, 90 min;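 active means mean replicate inhibition above about 25%, with every replicate also reaching it, limit read from the data, passing the limit was not always enough; inconclusive means only one of those two criteria met; inactive means neither criterion met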
Target sequence (Q15084 whole entry, looked up): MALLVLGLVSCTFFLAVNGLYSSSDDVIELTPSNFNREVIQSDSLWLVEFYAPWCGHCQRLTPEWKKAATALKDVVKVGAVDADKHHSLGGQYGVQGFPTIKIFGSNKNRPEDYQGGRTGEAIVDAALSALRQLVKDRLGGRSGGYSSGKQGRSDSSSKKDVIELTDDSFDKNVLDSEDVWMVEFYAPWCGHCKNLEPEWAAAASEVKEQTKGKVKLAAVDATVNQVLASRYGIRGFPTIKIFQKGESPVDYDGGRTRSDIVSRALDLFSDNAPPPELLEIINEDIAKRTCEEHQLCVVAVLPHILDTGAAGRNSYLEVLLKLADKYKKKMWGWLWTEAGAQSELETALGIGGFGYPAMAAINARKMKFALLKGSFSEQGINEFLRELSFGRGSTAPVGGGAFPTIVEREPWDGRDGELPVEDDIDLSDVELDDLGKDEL
Starred values were filed as active, the others as inactive; ? = inconclusive; / = no result given; & = joins results of further samples.

molecule,PAX8 reporter,ARNT TACC3 PPI,Xi reactivation,GSIS activator,F508del corr,DENV2 CPE rescue,EWS-Fli inh,ERp5 inh
CCS(=O)(=O)N1CC2(C1)[C@@H](c1ccccc1)[C@@H](CO)N2C(=O)C1CCC1,/,/,0.0,4.9,3.7,?,-14.1,-1.3
O=C(Nc1ccc(O)cc1)N1CCOCC1,-14.7,-0.4,0.1,-1.1,-2.7,-0.7,-11.1,2.0
Nc1nnnn1/N=C/c1ccc(F)cc1,-14.1,-2.9,0.2,1.6,-0.1,-8.8,-2.5,6.5
COc1ccc(NC(=O)N(C)C[C@@H]2Oc3ccc(NC(=O)NC4CCCCC4)cc3CC(=O)N([C@@H](C)CO)C[C@@H]2C)cc1,13.1,/,-1.3,-2.0,0.4,-3.0,-3.1,-2.4
O=C(Cc1ccccn1)N[C@H]1C=C[C@@H](CC(=O)N2CCCCC2)O[C@@H]1CO,15.3,2.8,0.3,-5.1,0.7,2.3,8.4,0.5
CCOC(=O)[C@]12CCC=C1N(Cc1ccc3c(c1)OCO3)C(=O)[C@H](CC(=O)NCCCN1CCCC1=O)C2,-13.3,/,7.0,17.9,-0.9,-9.1,1.8,6.8
CCCNC(=O)C[C@H]1CC[C@H]2[C@@H](COC[C@@H](O)CN2S(=O)(=O)c2ccc(Oc3ccccc3)cc2)O1,1.7,0.7,0.2,-9.1,-1.3,-4.6,2.2,1.9
CCC1(c2ccc(F)cc2)NC(=O)N(CC(=O)N(C)C2CCS(=O)(=O)C2)C1=O (stereo not drawn),-4.4,2.6,0.3,7.6,-1.3,-0.7,-0.4,4.6
CCCNC(=O)c1ccc2c(=O)c(O)c(-c3ccc(Cl)c([N+](=O)[O-])c3)[nH]c2c1,48.8,0.1,0.2,-5.9,-1.4,/,1.8,0.1
CCn1cc(S(=O)(=O)c2ccc(C)cc2)c(=O)c2cc(OC)ccc21,4.1,-5.5,0.1,1.8,1.0,0.6,/,2.5
C[C@H](CO)N1C[C@H](C)[C@@H](CN(C)CC2CC2)Oc2ccc(NS(=O)(=O)c3ccccc3)cc2CC1=O,-7.7,-1.2,-0.7,15.3,0.4,12.5,-7.7,-2.4
CCOC(=O)c1ccccc1NC(=O)COC(=O)CC1CCCCC1,3.5,-25.0,0.0,-24.8,4.3,-7.7,/,0.4
CC(C)(C)[S@](=O)N1Cc2cc(C(=O)NCCc3ccncc3)nc(-c3cccc(-c4ccncc4)c3)c2[C@@H]1CCO,-3.2,-0.9,-0.1,-19.1,-1.5,3.9,7.9,-1.5
Cc1nc(SCC(=O)N2CCOCC2)c2c(=O)n(C)c(=O)n(C)c2n1,23.4,0.8,-0.1,-1.5,-0.2,-5.6,9.3,-1.2
CC(C)NC(=O)Nc1ccc2c(c1)CC(=O)N([C@H](C)CO)C[C@H](C)[C@H](CN(C)S(C)(=O)=O)O2,2.7,/,-0.9,-0.2,1.1,12.8,1.9,8.3
CC1=C(C(=O)NC(C)c2ccc3c(c2)OCCO3)C2(CCC(C)CC2)OC1=O (stereo not drawn),1.1,-17.1,0.3,-7.0,-1.3,2.5,0.5,3.9
COc1cc(OC)c(C(=O)NNC(=O)c2ccc(NS(=O)(=O)c3cccs3)cc2)cc1OC,-7.3,0.0,-0.1,2.1,2.5,?,-5.5,5.7
N#CC(=C1Nc2ccccc2N1)S(=O)(=O)c1ccccc1,5.3,-0.7,0.0,-8.5,-0.6,-1.8,7.0,-0.1
C[C@@H]1CN([C@@H](C)CO)C(=O)c2cc(/C=C/c3ccccc3)cnc2O[C@@H]1CN(C)C(=O)C1CCCCC1,/,1.9,-1.2,-30.7,-1.8,-3.3,-9.3,0.5
CN(C)CC(=O)N[C@@H]1CC[C@@H](CCn2cc(C3CC3)nn2)O[C@@H]1CO,-6.4,3.8,0.8,-2.2,3.7,9.4,-0.3,1.6

The list goes on.
molecule,PAX8 reporter,ARNT TACC3 PPI,Xi reactivation,GSIS activator,F508del corr,DENV2 CPE rescue,EWS-Fli inh,ERp5 inh
O=C(NCc1ccccc1)C1=C[C@H](c2ccccc2)C[C@H](OCc2ccc(CO)cc2)O1,0.3,-3.6,0.1,62.7,3.5&-0.6,6.6,12.4&10.2,0.1
CC(C)=CCC/C(C)=C/C(=O)O,/,-3.7,/,16.5,-1.2,-8.5,3.2,0.3
C[C@H]1CN([C@@H](C)CO)S(=O)(=O)c2ccc(/C=C/c3ccccc3)cc2O[C@H]1CN(C)Cc1ccccc1,-17.5,28.8,/,/,8.0*,-1.5,13.1,-4.8
Cc1cc(NC(=O)c2cccnc2Cl)ccc1NC(=O)c1cc2ccccc2o1,3.6,-1.9,0.6,25.4,-4.8,10.7,-17.6,-2.1
O=C(CCCSc1nc2ccccc2[nH]1)NCc1ccccc1,-3.0,-4.0,0.0,2.8,-0.5,-10.5,-2.2,2.4
NC(=O)C1CCN(C(=O)c2ccc3c(=O)n(Cc4ccco4)c(SCc4ccc([N+](=O)[O-])cc4)nc3c2)CC1,48.8,/,0.0,-21.1,-1.7,2.8,/,2.4
COC(=O)c1cc2sc(Cl)cc2n1Cc1nc(-c2ccccc2)oc1C,-8.0,-3.6,0.0,-5.7,-0.4,-6.1,5.4,-9.5
COc1cccc(CNC(=O)c2ccc(COc3ccccc3)cc2)c1,6.1,-6.7,-0.1,-16.2,-0.6,9.2,-10.1,0.0
CC(C)=CCC[C@](C)(O[C@@H]1O[C@H](CO[C@@H]2OC[C@@H](O)[C@H](O)[C@H]2O)[C@@H](O)[C@H](O)[C@H]1O)C1CC[C@]2(C)C1[C@H](O)CC1[C@@]3(C)CC[C@H](O[C@@H]4O[C@H](CO)[C@@H](O)[C@H](O)[C@H]4O)C(C)(C)C3CC[C@]12C (stereo partly drawn),-8.0,-4.9,0.0,17.0,-2.2,-8.4,2.5,-1.9
O=C(NCCc1ccccc1)c1ccc(NC(=O)c2cccnc2)cc1,-34.2,-0.1,0.0,10.1,-0.2,-5.2,-70.0,-0.7
Cc1ccc(S(=O)(=O)N[C@H](C(=O)NCC2CCC(C(=O)O)CC2)C(C)C)cc1 (stereo partly drawn),24.0,-21.1,0.0,12.1,2.0,11.2,-6.1,5.0
CC(C)CC(NC(=O)C(CO)NC(=O)C1CCC(=O)N1)C(N)=O (stereo not drawn),20.4,-5.7,0.1,16.7,/,/,/,/
O=C(c1cccnc1)N1CC(=O)N2[C@@H](CO)[C@@H](c3ccc(-c4cccnc4)cc3)[C@@H]2C1,-27.7,/,0.1,17.8,-1.2,-10.8,-30.1,2.8
CCn1c(C)nc2cc(C(=O)NNS(=O)(=O)c3cc(Br)ccc3Br)ccc21,49.1,-12.9,0.0,-11.3,-1.1,0.6,2.1,1.8
C[C@H]1CN([C@@H](C)CO)C(=O)c2cccc(NC(=O)Nc3ccc4c(c3)OCO4)c2O[C@@H]1CN(C)Cc1ccncc1,-79.8,31.9,-1.2,11.0,-4.0,12.6,-27.0,0.4
Cc1ccc(S(=O)(=O)N2CCCCC2)cc1C(=O)OC(C)C(=O)NCC1CCCCC1 (stereo not drawn),-9.5,-1.8,0.4,-5.1,-2.0,?,15.4,6.5
C[C@H]1CCCCO[C@H](CN(C)C)[C@@H](C)CN([C@@H](C)CO)C(=O)c2cc(NC(=O)Nc3ccc4c(c3)OCO4)ccc2O1,-12.3,2.9,0.0,7.0,-0.8,13.6,-7.6,0.4
Clc1cnc(N/N=C/c2ccncc2)c(Cl)c1,-20.4,2.8,0.4,-0.2,-1.8,0.3,-29.4,-1.5
CCCN(C)C[C@H]1OCCCC[C@@H](C)Oc2ccc(NC(=O)Nc3ccc(OC)cc3)cc2C(=O)N([C@@H](C)CO)C[C@H]1C,-1.3,5.1,-1.1,-4.3,-0.1,5.9,2.3,-1.0
CN(C)CC#Cc1ccc([C@H]2[C@H]3CN(C(=O)Cc4ccccc4)CC(=O)N3[C@H]2CO)cc1,-9.8,/,0.2,1.5,1.0,4.0,10.8,1.0

Remaining list, next part
molecule,PAX8 reporter,ARNT TACC3 PPI,Xi reactivation,GSIS activator,F508del corr,DENV2 CPE rescue,EWS-Fli inh,ERp5 inh
c1ccc(CCCc2nc(-c3cccnc3)no2)cc1,-73.4,1.6,0.2,5.1,-1.1,4.2,-37.7,0.8
C[C@H](CO)N1C[C@H](C)[C@@H](CN(C)S(=O)(=O)c2cccs2)Oc2c(NC(=O)Nc3ccc(F)cc3)cccc2C1=O,7.6,-1.2,0.0,7.1,-1.9,3.1,40.5,16.8
CN1CCN(C(=O)CSc2cc(=O)n(C)c3ccccc23)CC1,-9.9,-15.5,0.1,6.1,-1.8,-2.3,11.4,0.6
CC(C)N(C[C@H]1[C@H](c2ccccc2)[C@H](CO)N1S(C)(=O)=O)C(=O)CN(C)C,12.5,0.0,0.0,7.6,3.1,2.8,6.0,-0.9
CC1=C(C(=O)N(C(C)C)C(C)C)CC(CC(=O)NC2CC2)C(=O)N1Cc1ccc(F)cc1 (stereo not drawn),-3.9,/,/,-2.2,0.3,10.1,2.9,-4.3
C[C@@H]1CN([C@H](C)CO)C(=O)Cc2cc(NS(C)(=O)=O)ccc2O[C@H]1CN(C)Cc1ccncc1,-5.2,/,-0.1,-1.1,2.4,3.0,2.0,6.2
COc1cc(OC)cc(-c2noc(-c3csc([C@@H]4C[C@H](O)[C@@H](CO)O4)n3)n2)c1,-131.4,/,-0.1,1.3,-0.1,-12.3,-105.7,3.5
Oc1ccc(-c2csc(Nc3ncccn3)n2)c(O)c1,-179.8,2.3,0.0,10.2,4.9,5.1,-83.5,-4.7
CCN(CC)C(=O)CSc1nc(-c2ccccc2)ccc1C#N,0.0,10.5,0.2,2.3,2.4,/,-11.2,5.3
CCN(CC)c1ccc(S(=O)(=O)N2CCOCC2)cc1NC(=O)COC(=O)c1ccco1,-8.7,2.2,0.3,10.0,-0.8,?,-1.0,0.0
CCOC(=O)C1=CCC(c2ccc([N+](=O)[O-])cc2)N(S(=O)(=O)c2ccc(C)cc2)C1 (stereo not drawn),-13.2,/,0.1,1.7,5.7,5.8,-6.1,-0.5
CCCNC(=O)Nc1ccc2c(c1)C(=O)N(C)C[C@@H](OC)[C@H](C)CN(C(=O)C1CCCCC1)[C@@H](C)CO2,8.6,1.6,-0.1,-7.0,-0.1,-12.5,-4.2,-0.2
CCN(C(=O)COC(=O)c1cc(=O)[nH]c2ccccc12)C1CCS(=O)(=O)C1 (stereo not drawn),16.3,-3.8,0.0,/,-6.1,4.7,11.7,3.8
O=C(O)c1ccc2c(c1)C(=O)N(c1cccc(-c3nc4ccccc4s3)c1)C2=O,-164.5,-7.1,0.1,3.3,-3.1,0.6,-36.9,-1.5
COc1cccc(-c2ccc3c(c2)[C@H]2[C@H](CCN2S(=O)(=O)c2ccc(F)cc2)[C@@H](CO)N3C)c1,67.3*,23.2,0.3,-4.0,3.2,-11.0,10.7,-1.5
CC(=O)[C@@]1(O)CC[C@H]2[C@@H]3C[C@H](C)C4=CC(=O)CC[C@]4(C)[C@H]3CC[C@@]21C,10.5,0.2,0.2,/,-0.6,-3.5,0.2,-1.6

Screens as filed in PubChem BioAssay.
